BAZ2B block: blocks human BAZ2B. 360,000 compounds, 4.4% hits. Q9UIF8. AID 504333. Potency, µM (titrated, usually from 114 µM), without a hit: at the highest dose activity change, negative = inhibition, hits mostly inhibitors. AlphaScreen BAZ2B-H3K14Ac peptide displacement; further: potency means the concentration at half of the fitted maximal effect; on the % scale 0 is the no-effect control and ±100 the full control effect; nearly all actives have a fitted effect of over 60% in size
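AlphaScreen luminescence quantifies BAZ2B engagement of H3K14Ac peptide; the protein and biotinylated peptide are both at 50 nM final, buffer PBS pH 7.4 with 0.01% Tween-20, all steps at room temperature.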
PI4K2A block: inhibitors of human PI4K2A. activity change, negative = inhibition, % at 76.9 µM. Q9BTU6. purified PI4K2A, ADP-Glo luminescence, 1 h; stronger effect = lower value. 420,000 compounds, 0.13% hits; in the data active means activity change below about -50%; inconclusive means mostly about -30% to -49%;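 further: -100% = wells without enzyme as full effect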
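In this quantitative HTS, ADP production by PI4K2A was quantified luminescently after 1 h at ambient temperature; 100 microM adenosine served as plate-quality control.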
G9a block: G9a (human) methyltransferase inhibition; AID 504332; Potency, µM (highest dose often 102 µM), inactives show top-dose activity, negative = inhibition, actives largely listed as inhibitors; 350,000 compounds, 8.8% hits; G9a H3K9 monomethylation, AlphaScreen, 2 h; further: potency means the concentration at half of the fitted maximal effect; on the % scale 0 is the no-effect control and ±100 the full control effect; nearly all actives have a fitted effect of over 75% in size
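Signal arises when biotinylated H3K9 peptide, once monomethylated, bridges streptavidin donor and antibody-captured acceptor beads. Enzyme at 20 nM was preincubated 15 min with test compounds; peptide 500 nM and SAM 20 uM then reacted for 2 h.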
GLS inh: inhibitors of human glutaminase (GLS); O94925; GLS enzymatic activity, qHTS titration; Potency, µM (series often up to 45.5 µM), for the others: top-dose activity change, negative = inhibition, most hits filed as inhibitors; 410,000 compounds, 0.21% hits; further: potency means the concentration at half of the fitted maximal effect; on the % scale 0 is the no-effect control and ±100 the full control effect
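hKGA in 45 mM KH2PO4 pH 8.2, 0.02% Tween-20 with pin-transferred compounds; 1 mM L-glutamine (stock) plus glutamate oxidase/HRP/Amplex Red coupling added. Fluorescence read initially and after 30 min at RT.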
PGK inhibitor: T. brucei PGK inhibition; 380,000 compounds, 0.043% hits; PGK/GAPDH coupled, Kinase-Glo luminescence, 60 min; Potency, µM (highest dose often 57.5 µM), for the others: at the top dose activity change, negative = inhibition, actives largely listed as inhibitors; P07378; further: potency means the concentration at half of the fitted maximal effect; on the % scale 0 is the no-effect control and ±100 the full control effect; nearly all actives have a fitted effect of over 60% in size
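Luminescent ATP detection (Kinase-Glo Plus) follows a 60-minute room-temperature incubation, with wells lacking PGK as controls. Buffer: 100 mM TEA (pH 7.6), 5 mM MgCl2, 0.01% Tween-20. Coupling enzyme GAPDH (100 nM final) supplies unstable 1,3-BPG in-well.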
Pin1 inh: inhibitors of human Pin1; Pin1 FP peptide displacement, HiFluor488, 10 min; Potency, µM (top dose mostly 115 µM), inactives show at the top dose activity, negative = inhibition, actives largely listed as inhibitors; 390,000 compounds, 0.009% hits; AID 504891; active means well fitted inhibition curve with a large enough effect in the polarisation, with a control signal flat, not every such curve was filed as active; inconclusive means small, poorly fitted or top-dose-only effect, or effect the other way, or a change in a side signal; inactive means no such curve, though single readings can be large or run the other way; the % refers to the polarisation; further: potency means the concentration at half of the fitted maximal effect; on the % scale 0 is the no-effect control and ±100 the full control effect
ERG-DNA inh: inhibitors of human ERG Ets domain-DNA interaction | P11308 | Potency, µM (doses to about 76.9 µM), inactives show at the highest dose FP activity, negative = inhibition, most hits filed as inhibitors | fluorescence polarization, His-ERG Ets domain / labelled DNA | 370,000 compounds, 0.028% hits; active means well fitted inhibition curve with a large enough effect in the polarisation, with a control signal flat; inconclusive means small, poorly fitted or top-dose-only effect, or effect the other way, or a change in a side signal; inactive means no such curve, though single readings can be large or run the other way; the % refers to the polarisation;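 further: polarization taken with two DNA probes labelled with fluorescein and Texas red; potency means the concentration at half of the fitted maximal effect; % of control where 0% means no effect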
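His-tagged ERG Ets domain (1 uM in the protein solution; 300mM KCl, 50mM Tris-HCl, 1mM EDTA, 1mM DTT, pH 7.5) received compound, then a probe mix of 5 nM fluorescein-DNA and 100nM Texas-615-DNA. Fluorescence polarization was read for both dyes.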
JMJD2A Tudor: blocks the human JMJD2A Tudor domain; 390,000 compounds, 4.4% hits; AID 504339; Potency, µM (titrated, usually from 114 µM), without a hit: at the top dose activity change, negative = inhibition, usual class: inhibitors; O75164; AlphaScreen JMJD2A-Tudor / H3K4me3 peptide binding; further: potency means the concentration at half of the fitted maximal effect; on the % scale 0 is the no-effect control and ±100 the full control effect; nearly all actives have a fitted effect of over 50% in size
HP1b binding inh: blocks HP1-beta chromodomain binding to methylated histone tails | 390,000 compounds, 0.56% hits | P83916 | AlphaScreen HP1-beta / biotin-H3K9me3 peptide binding | Potency, µM (highest dose often 114 µM), for the others: top-dose activity change, negative = inhibition, hits mostly inhibitors | AID 540317; further: potency means the concentration at half of the fitted maximal effect; nearly all actives have a fitted effect of over 70% in size; inactives centre near 23
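HP1-beta protein (50 nM final) preincubated 30 min at room temperature with biotinylated H3(1-18)K9me3 peptide (50 nM) in PBS pH 7.4, 0.01% Tween-20, then compound added for 30 min. AlphaScreen streptavidin donor/nickel chelate acceptor beads (10 ug/mL final), 30 min dark, luminescence read.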
Starred values were filed as active, the others as inactive; i = inactive; ? = inconclusive; nt = no result given; & = joins results of further samples; [ ] = another dose, or the depositor's remark. Unless noted, the call rests on the fitted dose curve; in most records, active means well fitted curve in the direction sought with a large enough effect; inconclusive means small, poorly fitted or top-dose-only effect, or another doubt; inactive means no such curve, though single readings can be large; an effect the other way counts as inactive or inconclusive. Not a hit list; about 11% have a hit in one of these screens.

BAZ2B block | PI4K2A block | G9a block | Molecule | GLS inh | PGK inhibitor | Pin1 inh | ERG-DNA inh | JMJD2A Tudor | HP1b binding inh
-3% | -8 | nt | COc1ccc(NC(=O)Nc2cc(F)ccc2C)cc1 | 5% | 1% | -4% | 3% | -17% | -7%
1% | 3 | 7%[59 µM] | Cc1cc(N(C)C)cc(C)[n+]1[O-] | -7% | -4% | -11% | 5% | -12% | 29%
-2% | 0 | -15%[59 µM] | Cc1ccc(OCCCC(=O)Nc2ccc3c(c2)OCCO3)cc1 | 1% | -6% | -5% | 17% | -4% | 35%
-35% | 0 | ? | Cc1cccc(-c2nc(S(=O)(=O)c3ccccc3)c(N3CCOCC3)o2)c1 | 1% | -1% | ? | 4% | -30% | 6%[57 µM]
-7% | 1 | 19%[2.33 µM] | COC(=O)[C@]1(Cc2ccccc2)N[C@H](c2ccc(-c3ccccc3)cc2)[C@@H]2C(=O)N(C)C(=O)[C@@H]21 | -1% | i | 53%[activator] | -8% | ? | 18%
2% | 1 | 8%[12.7 µM] | Cc1ccccc1-c1nnn(CC(=O)N2CCN(C(=O)c3ccco3)CC2)n1 | -19% | i | 3% | 3% | -8% | 17%
1% | -6 | -21% | O=C(COC(=O)/C=C/c1cccc(Cl)c1)NCCc1ccc(Cl)cc1Cl | 3% | -8% | -5% | -4% | 0% | 16%
23% | 0 | 33%[activator][59 µM] | COC(=O)c1ccc(/C=C/c2ccc3cccc(OC)c3n2)cc1 | 4% | 0% | 8% | -5% | 10% | 52%[activator]
nt | -1 | nt | CCOC(=O)C1CCCN(C(=O)c2ccc3ncsc3c2)C1 (stereo unspecified) | 5% | -5% | -3% | 0% | -3% | 18%
-32% | -4 | 21%[2.33 µM] | O=C(CCCN1C(=O)c2cccnc2C1=O)N1CC(=O)N(CCc2ccccc2)C(=O)C1 | 8% | i | -1% | -3% | -20% | 21%
-5% | 8 | -2%[59 µM] | CC(=O)c1cc(C(c2csc(C(C)=O)c2)c2csc(C(C)=O)c2)cs1 | 7% | 3% | 5% | -4% | -6% | 36%
nt | -1 | nt | Cc1noc(C)c1S(=O)(=O)N(C)C[C@H]1Oc2c(NC(=O)C3CCCCC3)cccc2C(=O)N([C@H](C)CO)C[C@@H]1C | -4% | i | 5% | 7% | -5% | 40%[activator]
-6% | -1 | 1% | COCCCNC(=O)CSc1nc2ccccc2c(=O)n1Cc1ccc2c(c1)OCO2 | -14% | 6% | -10% | 11% | -3% | 41%[activator]
-1% | -5 | 2%[59 µM] | CCc1ccccc1NC(=O)CSc1nnc2ccc3ccccc3n12 | 3% | -2% | -4% | 1% | -12% | 56%[activator]
3% | 21 | ? | CCOC(=O)N1CCN(C(=O)CCNS(=O)(=O)c2cc(Br)cnc2N)CC1 | 5% | -9% | 8% | -9% | -14% | 14%
-15% | -4 | 2.8µM* | Cc1cccc(OC(=O)n2c(=S)oc3cc(Cl)ccc32)c1 | 19% | i | 2% | -5% | 79µM* | 3%
25% | -9 | 9%[59 µM] | COc1ccc(CCNC(=O)CN2C(=O)COc3ccccc32)cc1OC | 0% | -7% | -11% | 5% | -10% | 53%[activator]
-1% | 2 | 37% | COc1ccc(OCC2CCCN(Cc3nc(CC4CC4)no3)C2)cc1 (stereo unspecified) | -3% | 0% | -5% | -3% | -10% | 45%[activator]
-19% | -6 | -2% | Cc1cc2nccc(-c3ccc(Cl)c([N+](=O)[O-])c3)n2n1 | 1% | -3% | 0% | -13% | -23% | 19%
3% | -2 | 0%[59 µM] | COc1ccccc1NC(=O)CSCc1cc(=O)c2c(C)cc(C)cc2[nH]1 | -4% | -9% | -5% | -4% | -6% | 33%[57 µM]
-29% | -7 | -8%[0.501 µM] | O=C1C=C(c2ccc3[nH]ccc3c2)C[C@@H](c2ccc(Cl)cc2)C1 | 4% | -9% | 26% | -3% | -32% | 43%
-20% | -2 | -5% | COc1cc(-c2[nH]ncc2CN(C)Cc2cc(C)[nH]n2)cc(OC)c1OC | 1% | -2% | 1% | 10% | -8% | 16%[57 µM]
6% | 2 | -1%[12.7 µM] | CCOC(=O)C1CCCN(C(=O)c2sc3nc4n(c(=O)c3c2C)CCC4)C1 (stereo unspecified) | -8% | 7% | 3% | 2% | 0% | 42%[activator]
-1% | -10 | 16%[59 µM] | COc1ccccc1CNC(=O)C1CCN(S(C)(=O)=O)CC1 | 0% | 2% | -3% | 0% | 6% | 36%
-23% | -1 | ? | CCOc1ccc(NS(=O)(=O)c2ccc(OC)c(NC(=O)c3ccc4c(c3)OCCO4)c2)cc1 | 5% | -3% | 9% | 0% | -27% | -3%
-27% | 4 | 28%[0.501 µM] | CC(C)OCCCNC(=O)C1CCN(S(=O)(=O)N2CCCCC2)CC1 | 15% | 3%[11.5 µM] | 8% | nt | 1% | 23%
-2% | 2 | 2% | Cc1nn(C)c(Oc2ccc(Cl)cc2)c1C(=O)Nc1ccc(F)cc1F | 0% | -8% | 3% | -19% | 0% | 42%[activator]
-6% | -9 | 35µM* | COc1ccc(Nc2nnc(SCC(=O)N3CCCC3)s2)cc1 | 7% | 1% | -2% | 3% | 5% | 37%
nt | -1 | nt | COc1cc2c(cc1OC)C(c1cc(Br)ccc1O)N(C(C)=O)CC2 (stereo unspecified) | 2% | -7% | -1% | -1% | -7% | -3%
-6% | 0 | ? | Cc1nnc(NC(=O)COc2ccccc2)s1 | -1% | -8% | 1% | nt | -26% | 9%
? | -1 | ? | CC(C)(C)OC(=O)CNC(=O)c1[nH]cnc1C(=O)NCCCCCNC(=O)OC(C)(C)C | 0% | -2% | -9% | 12% | ? | 40%[activator]
-1% | 0 | -3% | COc1ccc(C(=O)NC(=O)Nc2cc(C)ccn2)cc1 | 8% | -4% | 18% | nt | -15% | 7%
-7% | 0 | -9%[12.7 µM] | C=CCNC(=S)/N=c1/ccccn1CCC | 2% | -2% | -9% | -14% | -6% | 22%
? | 2 | ? | COc1ccc(NC(=O)Cn2c(SCc3cc(C)ccc3C)nc3ccncc32)c(OC)c1OC | -12% | i | 12% | 6% | ? | 21%
? | -19 | -5%[59 µM] | Cc1cc(NC(=O)CCC(=O)N(c2ccccc2)C(C(=O)NC(C)(C)C)c2ccccc2Cl)no1 (stereo unspecified) | 5% | -4% | -7% | -6% | 3% | 27%
-8%&6% | -3&1 | 1%[59 µM] | COc1ccc(S(=O)(=O)NC(C)(C)C)cc1-c1nnc2c3ccccc3c(C)nn12 | 7%&6% | -6%&-7% | 0%&0% | 3%&13% | -13%&-23% | 44%&35%[activator]
11% | 4 | 13% | CC(c1ccccc1)N(CC(=O)NC1CCCCC1)S(=O)(=O)c1cccc(C(F)(F)F)c1 (stereo unspecified) | 0% | 2% | 1% | 2% | -11% | 27%
-35% | 2 | 50µM* | O=C(O)c1cnc2[nH]c3ccccc3n2c1=O | 8% | i | -5% | -3% | ? | 0%
-27% | 1 | -21% | N#C/C(=C\c1ccc(-c2ccc(S(=O)(=O)N3CCOCC3)cc2)o1)C(=O)NC1CC1 | -12% | 6% | 25% | 4% | -11% | 13%
? | -3 | 20µM* | Cc1cccc(NC(=S)NNC(=O)c2cccc([N+](=O)[O-])c2)c1 | -23% | 2% | -10% | 3% | -24% | 1%

Filtered by structure: the compounds so far with a Cl atom (6)
BAZ2B block | PI4K2A block | G9a block | Molecule | GLS inh | PGK inhibitor | Pin1 inh | ERG-DNA inh | JMJD2A Tudor | HP1b binding inh
1% | -6 | -21% | O=C(COC(=O)/C=C/c1cccc(Cl)c1)NCCc1ccc(Cl)cc1Cl | 3% | -8% | -5% | -4% | 0% | 16%
-15% | -4 | 2.8µM* | Cc1cccc(OC(=O)n2c(=S)oc3cc(Cl)ccc32)c1 | 19% | i | 2% | -5% | 79µM* | 3%
-19% | -6 | -2% | Cc1cc2nccc(-c3ccc(Cl)c([N+](=O)[O-])c3)n2n1 | 1% | -3% | 0% | -13% | -23% | 19%
-29% | -7 | -8%[0.501 µM] | O=C1C=C(c2ccc3[nH]ccc3c2)C[C@@H](c2ccc(Cl)cc2)C1 | 4% | -9% | 26% | -3% | -32% | 43%
-2% | 2 | 2% | Cc1nn(C)c(Oc2ccc(Cl)cc2)c1C(=O)Nc1ccc(F)cc1F | 0% | -8% | 3% | -19% | 0% | 42%[activator]
? | -19 | -5%[59 µM] | Cc1cc(NC(=O)CCC(=O)N(c2ccccc2)C(C(=O)NC(C)(C)C)c2ccccc2Cl)no1 (stereo unspecified) | 5% | -4% | -7% | -6% | 3% | 27%
